# Bioassay records (PubChem BioAssay)
# bCat KO growth – beta-catenin-lacking colon tumor cell growth suppression; AID 818; 1.5% of 140,000 active; HCT116 beta-catenin knockout viability, CellTiter-Glo, 60 h; hits give low values; viability, % at 10 µM;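 active means viability at or under a set limit, the compound median less 4 SD, cut at about 6% in these data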;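 further: 0% = Hyamine 1622 control at 20 µM and 100% = untreated cell control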
# Yeast life ext – extends the lifespan of yeast; 0.68% of 130,000 active; inhibition of the nicotinamide effect, % at 10 µM; S. cerevisiae growth with nicotinamide, OD615; deaD strain in restrictive glucose medium;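 active means inhibition above a set limit, placed 3 SD over the median of all compounds, cut at about 26% in these data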;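 further: 0% = nicotinamide-treated wells and 100% = cells grown without nicotinamide; some compounds called inactive have numbers as strong as hits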
#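 System: DeaD-strain S. cerevisiae / Buffer or medium: CSMM-D, restrictive glucose (dextrose) synthetic minimal medium / Probe or stimulus: nicotinamide, 1.5 mM, co-present with compound / Compound: one concentration, 10 µM, DMSO 0.25% / Incubation: 48 h compound exposure at 30 °C, humidified / Technique: optical density (absorbance) at 615 nm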
# Yeast growth inh – chemicals that inhibit yeast BB579 growth in restrictive medium (lifespan-shortening candidates); S. cerevisiae BB579 growth, OD615, 48 h; inhibition, % at 10 µM; 0.51% of 140,000 active;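 active means inhibition above a set limit, 3 SD over the mean compound inhibition, cut at about 44% in these data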; further: inactives centre near -24
#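 Assay system: S. cerevisiae DeaD strain BB579 yeast. Medium: CSMM-D restrictive synthetic medium containing dextrose (glucose). Times: 4 h cell preincubation, 48 h compound exposure, 30 °C humidified. Signal: OD615 turbidity measurement. Benchmarks: positive control amphotericin B 10 µg/mL.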
# Phagocyt inh – inhibitors of macrophage phagocytosis. J774A.1 macrophage IgG-bead phagocytosis, imaging. inhibition, % at 5 µM. 0.07% of 110,000 active. AID 1029;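 active means inhibition above the mean of the plate negative controls plus 5 SD, cut at about 13% in these data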;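 further: phagocytic index as fraction of beads internalized from green versus red external bead signal; plate controls were DMSO negative control for no effect and cytochalasin-D positive control for full effect; some results beyond the cut were filed as inactive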
# MRP1 act – activators of MRP-1; 0.61% of 140,000 active; AID 799; H69AR cells + doxorubicin, viability rescue, CellTiter-Glo; viability increase, % at 10 µM;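 active means viability gain under doxorubicin at or above a set limit, the compound median plus 3 SD, cut at about 4.7% in these data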;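 further: MRP-1 overexpressing cells given doxorubicin 25 µM after compound pretreatment; 18-22 h compound pretreatment then 72 h with doxorubicin before readout; 0% = doxorubicin-only wells and 100% = vehicle-treated cells without doxorubicin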
# GALR2 antag – antagonists of human galanin receptor 2 (GALR2). inhibition, % at 4 µM. GALR2-expressing cells, antagonist mode. O43603. 0.39% of 140,000 active; in the data active means inhibition above about 27%;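 further: cells stimulated with galanin 1-16 at roughly its EC80; 0% = agonist challenge control and 100% = basal control without agonist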
# Target sequence (O43603 whole entry, looked up): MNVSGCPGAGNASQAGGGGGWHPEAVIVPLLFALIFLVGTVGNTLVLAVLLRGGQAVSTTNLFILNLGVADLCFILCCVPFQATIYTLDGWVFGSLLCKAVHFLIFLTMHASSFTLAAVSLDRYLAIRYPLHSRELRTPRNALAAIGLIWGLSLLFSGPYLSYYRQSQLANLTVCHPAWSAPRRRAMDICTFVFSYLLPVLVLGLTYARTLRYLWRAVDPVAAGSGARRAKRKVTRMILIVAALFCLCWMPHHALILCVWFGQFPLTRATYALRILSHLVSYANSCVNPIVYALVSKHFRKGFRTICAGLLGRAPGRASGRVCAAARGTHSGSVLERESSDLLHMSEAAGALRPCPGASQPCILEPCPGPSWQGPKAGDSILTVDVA
# NPY Y2 blocker – antagonists of human neuropeptide Y receptor Y2; P49146; NPY-Y2 expressing cells, antagonist mode; inhibition, % at 2.7 µM; 0.99% of 140,000 active; AID 793; in the data active means inhibition above about 17%;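 further: 0% = vehicle with agonist challenge and 100% = reference antagonist with challenge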
# Target sequence (P49146 whole entry, looked up): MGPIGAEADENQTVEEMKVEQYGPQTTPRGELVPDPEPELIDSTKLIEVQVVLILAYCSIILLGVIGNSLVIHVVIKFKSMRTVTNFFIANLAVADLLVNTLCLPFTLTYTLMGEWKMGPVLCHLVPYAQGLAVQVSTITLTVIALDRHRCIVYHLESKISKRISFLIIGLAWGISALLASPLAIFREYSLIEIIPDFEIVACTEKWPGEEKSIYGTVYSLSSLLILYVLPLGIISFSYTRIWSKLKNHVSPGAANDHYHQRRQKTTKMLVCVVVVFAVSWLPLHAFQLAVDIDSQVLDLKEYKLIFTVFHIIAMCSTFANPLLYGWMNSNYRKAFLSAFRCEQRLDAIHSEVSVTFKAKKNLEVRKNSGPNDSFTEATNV
# Measles CPE – protection of cells from measles virus | protection (pct of control), % at 4 µM | 1.5% of 140,000 active | Measles virus-infected cells, CPE protection, absorbance; in the data active means protection mostly above about 24%, no sharp cut-off; inactive means mostly below about 26%; further: some compounds called inactive have numbers as strong as hits
# PTEN del growth – suppresses growth of cells with PTEN deletion. viability, % at 10 µM. 1.2% of 140,000 active. HCT116 PTEN-null viability, CellTiter-Glo, 60 h; hits give low values;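 active means viability at or below a set limit, 4 SD under the median of all tested compounds, cut at about 3.7% in these data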;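 further: PTEN knockout HCT116 line with beta catenin targeted HCT116 as companion control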
# E-sel TNF inh – TNF alpha driven E-selectin expression inhibition; AID 1246; 0.71% of 120,000 active; inhibition, % at 2 µM; HUVEC TNFa-induced E-selectin immunofluorescence, high content;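 active means inhibition above the batch mean plus 3 SD, and confirmed as a hit on visual image review, cut at about 43% in these data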;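 further: 0% = TNF-stimulated DMSO wells and 100% = unstimulated control wells; not every result past the cut was called active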
# Starred values were filed as active, the others as inactive; . = no result given.
SMILES,bCat KO growth,Yeast life ext,Yeast growth inh,Phagocyt inh,MRP1 act,GALR2 antag,NPY Y2 blocker,Measles CPE,PTEN del growth,E-sel TNF inh
Cc1ncc(CSc2nnnn2-c2ccccc2)c(N)n1,93,2,-37,-2,-2.1,-5,2,9,94,4
Cc1cccc(C)c1NC(=O)CSc1nnc(-c2ccncc2)n1Cc1ccco1,91,-8,-16,1,-4.2,-3,2,8,97,-24
CCSc1nnc(NC(=O)Cc2ccc(OC)cc2)s1,98,-25,-16,.,-0.8,3,0,9,92,25
COc1cccc(C(=O)N2CCN(Cc3ccccc3C(F)(F)F)CC2)c1,93,-8,-105,2,0.2,-1,3,19,100,2
CC(C)N=C(NC#N)SCC(=O)NC(C)(C)C,86,-7,-17,-1,-3.7,2,-1,18,93,19
O=C1C=C(NCCN2CCOCC2)CC(c2ccccc2)C1 (configuration not stated),104,-21,-32,3,-2.3,-4,0,22,97,-6
CCOC(=O)C1=C(CNCc2ccc(C)cc2)NC(=O)NC1c1ccc(OC)cc1 (configuration not stated),64,-2,-27,1,0.1,-7,7,9,57,-14
CCCCSc1nnc(CCC)n1N,94,.,-21,.,0.3,3,1,21,105,-3
CCOC(=O)c1c(C)[nH]c(C(=O)CN2C(=O)NC(C)(c3ccc(C)cc3)C2=O)c1C (configuration not stated),59,.,8,4,-4.4,.,.,3,51,.
CC1C(=O)CCC1(C(=O)O)c1ccccc1 (configuration not stated),100,-12,-15,0,-2.9,0,4,1,88,6
O=C(c1cc2c(s1)CCCC2)n1cccn1,94,-13,-27,0,0.2,-6,3,15,96,.
COc1ccc(OC2OC3COC(C)(C)OC3C(O)C2NC(C)=O)cc1 (configuration not stated),87,.,-12,.,-0.2,-6,1,6,94,-15
CSCCC(C(=O)Nc1ccc2c(c1)OCO2)N1C(=O)c2ccccc2C1=O (configuration not stated),101,-14,-41,-2,-0.2,-8,-1,8,106,-11
CCN1CCN(CCCNC(=O)c2ccc3c(c2)NC(=O)c2ccccc2S3)CC1,81,-5,-72,1,-1.4,10,-1,7,87,-10
CC(C)(C)c1ccc(C(=O)Oc2ccc3c(c2)OCC3=O)cc1,86,-5,-51,-1,2.1,-5,3,4,104,6
Clc1ccccc1OCc1nn2c(-c3ccncc3)nnc2s1,100,-4,-42,-1,-1.0,0,8,7,92,3
CCOC(=O)/C(=C\Nc1ccccc1C(F)(F)F)Sc1ncc(C(F)(F)F)cc1Cl,73,11,-33,1,-2.1,-8,0,13,78,.
COc1ccc(-n2cnnc2SCC(=O)Nc2cccc(S(=O)(=O)N3CCCCC3)c2)cc1,95,8,-18,0,-2.5,16,5,1,100,.
CCCS(=O)(=O)N1CCC(C(=O)N2CCN(Cc3ccccc3)CC2)CC1,82,-20,-42,5,-3.0,-9,0,4,81,0
CC(=O)N1CCc2cc(S(=O)(=O)N3CCc4ccccc4C3)ccc21,90,-1,-52,3,0.4,-5,4,15,91,1
COCCn1c(SCc2cc(C(C)=O)ccc2OC)nc2cc(Cl)ccc2c1=O,71,1,-26,1,0.5,8,16,4,72,-5
C/C(N)=C(/C#N)C(=O)COC(=O)C1Cc2ccccc2CN1S(C)(=O)=O (configuration not stated),121,-20,1,1,-2.6,-8,1,4,102,34
O=C(O)CNS(=O)(=O)c1cc(Cl)c(Cl)cc1Cl,76,-13,4,4,0.7,5,1,1,68,-25
Cc1cc(NC(=O)c2cc(CC(C)C)on2)no1,95,-12,-4,-1,1.2,3,1,16,97,1
CCOC(=O)c1c(NC(=O)N/N=C/c2ccccc2OCC)sc(C(C)=O)c1C,85,-1,-21,-12,-4.8,0,3,2,80,12
SMILES,bCat KO growth,Yeast life ext,Yeast growth inh,Phagocyt inh,MRP1 act,GALR2 antag,NPY Y2 blocker,Measles CPE,PTEN del growth,E-sel TNF inh
CSc1nc(-c2ccccc2)nn1S(=O)(=O)c1ccc(Cl)cc1,101,-10,-8,-3,-0.1,-8,2,4,100,5
Cn1cccc1/C=C1\SC(=S)N(NC(=O)c2cccc(Cl)c2)C1=O,105,7,-45,-11,-2.9,-7,11,5,101,.
CCOCCCNS(=O)(=O)c1ccc2c(c1)CCN2C(C)=O,94,3,-39,-2,-0.1,1,1,2,91,-27
COc1ccc(C2NC(=O)N(C)C3=C2C(=O)CC(C)(C)C3)cc1OC (configuration not stated),101,1,2,-13,-2.2,4,1,8,90,.
Nc1nonc1-c1nc2ccccc2n1CC(=O)O,93,-5,-72,1,-0.7,8,1,14,91,-8
CCCCC(=O)Nc1ccc(C(=O)NNC(=O)CCCOc2ccc(Cl)cc2Cl)cc1,90,0,-43,-3,-0.7,-8,3,24,90,15
CCOC(=O)/C(N)=C/c1ncc(C(F)(F)F)cc1Cl,98,-22,-51,-1,-2.2,8,2,3,94,5
CCc1ccc(CCC(=O)Nc2sc3c(c2C#N)CCCC3)o1,16,-11,-38,0,0.4,-6,10,11,17,-3
CCn1c(NC)cc(=O)n(C)c1=O,96,.,-30,.,-2.5,-8,2,4,101,-17
Cc1cc(C(=O)N2CC(C)CC(C)C2)n(-c2ccccc2)n1 (configuration not stated),86,-4,-18,0,-1.0,-7,1,2,90,-15
O=C(CSc1nnc(Nc2ccccc2F)s1)NCc1ccco1,72,-17,-3,-1,-3.0,-4,0,8,80,8
Cc1cc(C)c(S(=O)(=O)NCCCN2CCOCC2)cc1Br,89,-5,-11,-1,-1.7,1,-1,3,95,.
COc1ccc(NC(=O)/C=C/c2ccc(F)cc2)cn1,85,-9,-26,-4,-0.3,12,4,5,81,.
COc1cc(C(=O)Nc2cccc(-c3nc4cc(C)ccc4o3)c2C)cc(OC)c1OC,89,-12,-78,0,0.2,0,1,15,112,-11
O=C(CCCN1C(=O)c2cccnc2C1=O)N1CC(=O)N(CCc2ccccc2)C(=O)C1,93,-10,-50,-1,-1.7,10,-2,3,92,8
C=CCn1c(-c2ccc(N)cc2)nc2ccccc21,99,-6,-46,0,0.1,11,3,10,81,.
Cc1cc(N2CCOCC2)nc2cc(O)ccc12,95,-2,-42,.,-3.3,3,4,17,99,-1
Cc1c(Cl)cccc1NC(=O)Cn1cccc1,100,-7,-32,-1,0.2,-5,-2,3,98,-40
Cc1cc2c(c(SCC(=O)NCCc3ccccc3)n1)C(=O)OC2,99,-4,-47,-4,-0.8,12,4,5,98,-5
C=CC(O)(C#CCN(CC)CC)c1ccccc1 (configuration not stated),71,-3,-16,.,-0.2,-11,2,3,51,3
Cc1ccc(NC(=O)CN(C)C(=O)CSc2nncn2C)cc1,99,-3,-56,-1,1.0,10,3,6,92,-18
CC(=O)OCC(=O)NCC(=O)c1c[nH]c2ccccc12,92,0,-8,.,-1.9,21,0,4,98,.
Cc1c(Cc2ccccc2)sc(N)c1C(N)=O,97,-3,-40,-5,-3.7,-5,2,2,92,7
O=C(Nc1ccc(O)c(-c2nc3ccccc3o2)c1)C1(c2ccc(Br)cc2)CCCC1,68,0,-30,-11,4.3,-5,3,9,63,.
CNC(=O)CCn1nc(-c2ccccc2)c2ccccc2c1=O,97,-8,-13,-1,-0.8,-5,3,20,102,1
SMILES,bCat KO growth,Yeast life ext,Yeast growth inh,Phagocyt inh,MRP1 act,GALR2 antag,NPY Y2 blocker,Measles CPE,PTEN del growth,E-sel TNF inh
Oc1ccc(C2C(c3ccccc3)=NN=C(c3ccc(Cl)cc3)N2O)c(O)c1 (configuration not stated),83,-4,-17,-3,2.0,21,1,13,84,.
CCCCSC1=C(C#N)C(c2ccccc2C)CC(=O)N1 (configuration not stated),85,0,-65,0,-0.7,-1,0,8,75,.
O=C(NNC1=NCCCCC1)c1ccccc1,110,-10,-34,0,-3.0,-13,0,6,99,0
COc1ccc(OCC(=O)NNC(=O)c2cc3ccccc3o2)cc1,93,1,-42,.,0.5,1,5,5,93,.
O=C1Nc2cc(C(=O)N3CCOCC3)ccc2SC1N1CCOCC1 (configuration not stated),98,-6,-22,.,1.0,-3,-2,2,98,.
COc1ccccc1C(=O)OCCN1CCOCC1,94,-2,-29,-1,-0.5,-11,1,22,96,-1
CC(=O)Nc1ccc(C(=O)c2ccccc2)cc1,96,-24,-21,0,2.1,1,9,10,96,-61
Cn1c(=S)n(/N=C/c2ccc3c(c2)OCO3)c2ccccc21,100,-16,-44,0,-1.0,-2,10,12,98,-11
CCCc1cc(C(=O)NCc2ccccc2)no1,62,-10,15,0,0.9,3,2,24,65,11
Cc1ccc(N2C(=O)CC(N(CCc3ccccc3)C(=S)Nc3ccc(N(C)C)cc3)C2=O)cc1 (configuration not stated),48,-6,-42,.,-0.9,0,0,14,45,6
CS(=O)(=O)N(CC(=O)N/N=C/c1ccco1)c1ccccc1Br,93,4,-66,-3,-1.8,12,2,8,96,5
CCOc1ccccc1NC(=O)Cn1c(=O)n(-c2ccccc2)c(=O)c2oc3ccccc3c21,87,-2,-35,-7,-1.0,0,2,11,93,.

# Molecules from the list above with a Cl atom (ten):
SMILES,bCat KO growth,Yeast life ext,Yeast growth inh,Phagocyt inh,MRP1 act,GALR2 antag,NPY Y2 blocker,Measles CPE,PTEN del growth,E-sel TNF inh
Clc1ccccc1OCc1nn2c(-c3ccncc3)nnc2s1,100,-4,-42,-1,-1.0,0,8,7,92,3
CCOC(=O)/C(=C\Nc1ccccc1C(F)(F)F)Sc1ncc(C(F)(F)F)cc1Cl,73,11,-33,1,-2.1,-8,0,13,78,.
COCCn1c(SCc2cc(C(C)=O)ccc2OC)nc2cc(Cl)ccc2c1=O,71,1,-26,1,0.5,8,16,4,72,-5
O=C(O)CNS(=O)(=O)c1cc(Cl)c(Cl)cc1Cl,76,-13,4,4,0.7,5,1,1,68,-25
CSc1nc(-c2ccccc2)nn1S(=O)(=O)c1ccc(Cl)cc1,101,-10,-8,-3,-0.1,-8,2,4,100,5
Cn1cccc1/C=C1\SC(=S)N(NC(=O)c2cccc(Cl)c2)C1=O,105,7,-45,-11,-2.9,-7,11,5,101,.
CCCCC(=O)Nc1ccc(C(=O)NNC(=O)CCCOc2ccc(Cl)cc2Cl)cc1,90,0,-43,-3,-0.7,-8,3,24,90,15
CCOC(=O)/C(N)=C/c1ncc(C(F)(F)F)cc1Cl,98,-22,-51,-1,-2.2,8,2,3,94,5
Cc1c(Cl)cccc1NC(=O)Cn1cccc1,100,-7,-32,-1,0.2,-5,-2,3,98,-40
Oc1ccc(C2C(c3ccccc3)=NN=C(c3ccc(Cl)cc3)N2O)c(O)c1 (configuration not stated),83,-4,-17,-3,2.0,21,1,13,84,.
